# PV pol inh: poliovirus RNA polymerase inhibition; P03300; poliovirus polymerase elongation, fluorescence polarization; stronger effect = lower value; % elongation, % (compound at 16.7 µg/mL); actives 0.66% (n = 150,000); AID 588519; in the data active means % elongation below about 90%; further: some results filed as inactive read as strong as hits
# Target sequence (P03300 1749-2209 limits assumed): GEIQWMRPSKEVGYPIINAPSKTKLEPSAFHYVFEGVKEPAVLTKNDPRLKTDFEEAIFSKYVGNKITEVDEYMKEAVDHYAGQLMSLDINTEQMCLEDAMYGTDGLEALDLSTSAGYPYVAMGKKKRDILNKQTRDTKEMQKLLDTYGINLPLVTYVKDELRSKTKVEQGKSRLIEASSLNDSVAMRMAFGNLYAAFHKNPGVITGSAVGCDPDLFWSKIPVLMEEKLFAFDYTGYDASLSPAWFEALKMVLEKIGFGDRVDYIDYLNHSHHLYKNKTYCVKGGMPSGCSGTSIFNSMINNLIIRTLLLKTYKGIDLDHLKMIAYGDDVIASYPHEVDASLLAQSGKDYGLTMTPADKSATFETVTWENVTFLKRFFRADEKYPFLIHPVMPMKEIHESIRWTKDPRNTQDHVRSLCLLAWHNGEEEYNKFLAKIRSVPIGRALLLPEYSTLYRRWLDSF
# PV pol inh FP z-score: recorded beside PV pol inh, whose call it bears; z-score; measured here: FP z-score; hits read low
# An asterisk follows results filed as active.
SMILES,PV pol inh,PV pol inh FP z-score
CSCc1c(C(=O)Nc2ccccc2N2CCOCC2)oc2ccccc12,100,-0.6
CC(=O)Nc1c(C(=O)c2ccccc2)oc2ccccc12,105,0.2
CC1=C(C(=O)Nc2cccnc2)C(c2ccccc2)n2nc(SCc3ccccc3Cl)nc2N1 (stereo unspecified),100,-1.4
CCOc1ccc(-c2nonc2NC(=O)c2ccco2)cc1OCC,103,-0.8
O=C(CSc1ncc(C(F)(F)F)cc1Cl)N1CCNC1=O,104,0.2
CCCCOc1ccc(C(=O)Nc2cccc(NC(=O)c3ccco3)c2)cc1,102,0.6
COc1ccccc1Nc1nnc(SCC(=O)Nc2ccnn2C(C)C)s1,102,-0.2
COc1ccc(S(=O)(=O)NCCc2cn3ccsc3n2)cc1OC,107,0
CCCC(CCC)C(=O)N1CCNc2ccccc2C1,105,1.1
C/C=C/c1n(C)c2ccccc2[n+]1C,100,0
COc1ccc(-c2nc(CNC(=O)Nc3ccccc3)c(C)o2)cc1,110,1
Cc1ccc(CCNC(=O)CCCn2nc(C)c3c(C)n(-c4ccc(C)cc4)nc3c2=O)cc1,101,-1.4
CN1C=C(C(F)(F)F)C=C/C1=C(/C#N)c1nnc2n1CCCCC2,106,0.5
CC1Cc2ccccc2N1Cc1ccc(-n2ccnc2)cc1 (stereo unspecified),103,0.5
CC(C)C1N=C2c3ccccc3N=C(SCC(=O)c3ccc(Br)cc3)N2C1=O (stereo unspecified),103,0.2
Fc1ccc(NCc2c[nH]c3ccccc23)cc1,99,-0.7
COc1ccc(-c2nnc(SCc3ccc(C#N)cc3)n2CC(C)C)cc1,97,-1
c1ccc2c(c1)CCCN2Cc1cn2ccccc2n1,90,-1.3
COc1cc(/C=N/NC(=S)NCc2ccco2)ccc1O,102,0.3
Cc1ccc(C)c(CN2C(=O)c3ccccc3S(=O)(=O)c3ccc(C(=O)NCc4ccccc4)cc32)c1,106,0.2
c1ccc(Nc2nc(Nc3ccccc3)nc(Sc3nc4ccccc4[nH]3)n2)cc1,102,0
FC(F)(F)c1nnc2ccc(-n3ccnc3)nn12,105,0.2
CCOC(=O)c1ccc(NC(=O)CSc2nc3ccccc3c(=O)n2CCNC(C)=O)cc1,111,1.2
CC1=C(C(=O)Nc2ccccc2Br)C2(CCCCC2)OC1=O,101,-0.4
COc1ccc(S(=O)(=O)Nc2ccccc2C(=O)N2CCCCC2)cc1,102,-0.1
Cc1nn(S(=O)(=O)c2ccc(Br)cc2)c(C)c1S(=O)(=O)N1CCCCCC1,100,-0.4
O=C(CSc1n[nH]c(-c2ccccc2Cl)n1)N1CCN(c2ccc(F)cc2)CC1,98,-2.3
CCN(CC)C(=O)c1ccc2c(c1)OCO2,102,-0.2
CC(=O)c1cc2c(cc1N/C(=N/S(=O)(=O)c1ccccc1)c1ccc(Cl)cc1)OCO2,113,1.2
COc1ccc(C(CC#N)C(C)C)cc1 (stereo unspecified),101,0.3
O=C1NC(=O)C(Nc2ccccc2Cl)S1 (stereo unspecified),100,-0.4
Cc1c(Nc2ncnc3c2cnn3C)c(=O)n(-c2ccccc2)n1C,99,-0.9
NCCc1nc2cc(C(F)(F)F)ccc2s1,101,-0.1
COc1ccc(NC(=O)CC2C(=O)N(c3ccc(F)cc3)C(=O)N2CCc2sccc2C)cc1 (stereo unspecified),104,-0.1
O=C(Nc1ccc2c(c1)nc1n2CCN(Cc2ccccc2)C1)C1CCCCC1,103,0.3
Cc1cc2c(n1-c1ccc(C(=O)NCCc3ccccc3)cc1)CCC(C)C2 (stereo unspecified),104,-0.8
Cc1cccc(C)c1OCC(=O)Nc1c(C(=O)c2ccc(Br)cc2)oc2ccccc12,111,1.1
COc1ccc(CN2CC(C(=O)NCCCN3CCCCCC3)CC2=O)cc1 (stereo unspecified),102,0.8
O=C(O)CSCC(=O)Nc1nc(SCc2ccc(Cl)cc2)n[nH]1,101,-0.5
CCn1c(N)c(C(N)=O)sc1=S,111,0.9
CCC(=O)Nc1cc2c3c(c1)CCN3C(=O)CC2,101,-0.7
C=CCn1c(C)cc(C(=O)Cn2c(CN3CCOCC3)nc3ccccc3c2=O)c1C,103,0.1
CC(C)C1C(=O)OC2(C)CC(C)(C)NC(=S)N12 (stereo unspecified),100,-0.2
O=C(Nc1ccc(Cl)cc1)N1CCCN(Cc2ccccc2F)C1,102,0
COc1ccc2cc(/C=C3/C(=O)NC(=S)N3C(C)=O)c(N3CCOCC3)nc2c1,97,-0.8
CCCCC(=O)Nc1ccc2nc(SCC(=O)N3CCc4ccccc43)sc2c1,102,-1.2
O=C(CSc1cn(CC(=O)N2CCCC2)c2ccccc12)Nc1ccc(Cl)cc1,119,0.5
COc1ccc(-c2cc(C(=O)Nc3ccc4c(c3)OCO4)no2)cc1,104,0.2
CCCNC(=O)Cn1cc(S(=O)(=O)N2CCCC2)c(S(=O)(=O)N2CCCC2)c1,97,-2.9
COc1cc2nc(SCc3ccc(F)cc3)n3nc(-c4ccccc4)nc3c2cc1OC,102,-0.1
CN(C)S(=O)(=O)c1ccc(N2CCCC2)c(C(=O)OCc2ccc(F)cc2)c1,101,-0.3
CCOc1ccc(CCNC(=O)c2ccc3c(c2)N(Cc2ccc(F)cc2)CCS3)cc1,106,0.5
O=C(N/N=C/c1sc(N2CCCCC2)nc1-c1cccs1)c1ccccc1,119,2.5
Cc1ccc(/C=C/c2onc(C)c2S(=O)(=O)N2CCC(C(=O)NCC(C)c3ccccc3)CC2)cc1 (stereo unspecified),104,-0.5
Cc1cccc2c1-c1sc(C(=O)NCCN3CCCCC3C)cc1CO2 (stereo unspecified),108,3.3
CN(c1ccccc1)S(=O)(=O)c1cc2c3c(c1)CCC(=O)N3CCC2,99,-1.1
COCCNC(=O)c1cccc2c1SCCC2=O,99,-0.9
COc1ccc(C)cc1Nc1nc(-c2cccc(Cl)c2)c2c(n1)-c1ccccc1OC2,113,0.3
CCN(CC)S(=O)(=O)c1cccc(C(=O)NC(C)C(c2cccs2)N2CCCC2)c1 (stereo unspecified),104,-0.4
COc1ccccc1C1=NS(=O)(=O)N(C)C(C(=O)Nc2cc(OC)c(OC)c(OC)c2)=C1,108,0

# New compounds follow:
SMILES,PV pol inh,PV pol inh FP z-score
N#C/C(=C/c1cn(-c2ccccc2)nc1-c1cc2ccccc2o1)S(=O)(=O)c1ccc(Cl)cc1,100,-0.5
CCOC(=O)C(CC)Sc1ncnc2sc3c(c12)CCCC3 (stereo unspecified),105,0.1
O=C(Nc1cccc(-c2csnn2)c1)c1cccs1,100,-0.9
Cc1ccc(CNC(=O)CCCCn2c(=O)c3ccccc3n(Cc3c(C)cc(C)cc3C)c2=O)cc1,103,-1.4
COC(=O)c1c(NC(=O)c2ccc(C)cc2)sc(C)c1C,101,-0.3
CCOc1ccccc1NC(=O)Cn1c(=O)n(CCCC(=O)NCCOC)c(=O)c2cc(OC)c(OC)cc21,106,0.2
Cc1ccc2nc(C(F)(F)F)cc(N3CCN(/C=C(/C#N)S(=O)(=O)c4ccccn4)CC3)c2c1,106,0.4
COc1cccc(/C=C/c2nc3ccccc3c(=O)n2-c2ccc(Cl)cc2)c1OC,116,1.7
COc1ccc(NC(=O)CCn2c(=O)c3cccn3c3ccccc32)c(OC)c1,111,0.7
O=C(O)C12CC3CC(C1)CC(n1ncc(NCc4ccc5c(c4)OCO5)c(Cl)c1=O)(C3)C2,104,0.5
Cc1ccc2cc(C#N)c(SCC(=O)Nc3ccccc3)nc2c1,101,-0.3
Nc1ccc(N2CCCCC2)cc1N1CCCCC1,105,0.2
O=c1cc(NCc2ccccc2)nc2ccccn12,98,-0.3
CSc1ccc(C2C(C(=O)Nc3ccccc3)=C(C)Nc3nc4ccccc4n32)cc1 (stereo unspecified),102,-0.3
O=C(NCCCO)c1ccc(CSc2nc3ccccc3c(=O)[nH]2)cc1,102,0.2
COCCNc1nc2c(S(=O)(=O)c3ccc(C)c(C)c3)nnn2c2ccc(Cl)cc12,107,0.6
Cc1ccc(OCc2nnc(SCC(=O)N(C)Cc3ccc(Cl)s3)n2N)c(C)c1,102,-0.1
O=C(CCC1CCCC1)NCc1ccccn1,98,-1.3
Cc1cc(=O)oc2cc(OC(=O)/C=C/c3ccccc3)ccc12,97,-0.3
O=C(Nc1cc(-c2ccc(F)c(F)c2)no1)c1ccccc1F,104,-0.6
COc1ccc(C2C=C(c3ccccc3)Nc3nc(NC(=O)c4cccc([N+](=O)[O-])c4)nn32)cc1 (stereo unspecified),110,0.6
Cc1ccc(CNCCc2cccs2)s1,99,-0.4
COc1ccc(Cl)cc1NC(=O)CCS(=O)(=O)c1nc(-c2cccs2)cc(C(F)(F)F)n1,104,-0.1
Nc1cc2c(cc1Cl)OCCO2,99,-1.1
O=C(O)c1ccccc1C(=O)NCCc1ccccc1,102,0.1
O=C(COc1ccccc1)Nc1nnc2n1CCS2,111,0.9
CCOC(=O)c1ccccc1NC(=O)Cn1c(-c2cccs2)noc1=O,103,0.6
Cc1ccc(Cl)cc1N1CCN(CCCNC(=O)c2ccc3nc(N4CCCCC4)sc3c2)CC1,107,0
Cc1ccc(C)c(NC(=O)c2cc(S(=O)(=O)N3CCc4ccccc4C3)ccc2F)c1,106,-0.4
FC(F)(F)c1cc(-c2ccc3ccccc3c2)nn1C(=S)N1CCOCC1,102,0.1
Cc1nc2ccccc2c2oc(C(=O)N3CCC(C)CC3)cc12,98,-0.8
OC(CNCc1cn(-c2ccccc2)nc1-c1cccs1)CN1CCOCC1 (stereo unspecified),98,-0.6
CCOC(=O)C1=C(C)N2CCN=C2S1,102,0
NC(=O)c1ccc(NC(=O)c2ccccc2C(=O)O)cc1,102,0
Cc1ccc(-c2nonc2NC(=O)c2ccc(F)cc2)cc1C,106,-0.1
Cc1cc(C)cc(N2CC34C=CC(O3)C(C(=O)OCC(=O)NC3CCCC3)C4C2=O)c1 (stereo unspecified),103,0.4
CNC(=O)c1sc(Nc2ccc(OC)cc2)nc1C,98,-1.1
Cc1nn(CCCC(=O)O)c(=O)c2c1sc1ccccc12,102,-0.4
Cc1ccc(CCP(=O)(O)CCc2ccc(C)nc2)cn1,113,1.1
Cc1cc(=O)oc2cc(OCC(=O)c3cccs3)ccc12,102,0

# Exported with two lines to a compound: 19 of the compounds above
# Value order: PV pol inh	PV pol inh FP z-score
Cc1cc(=O)oc2cc(OC(=O)/C=C/c3ccccc3)ccc12
    97	-0.3
O=C(Nc1cc(-c2ccc(F)c(F)c2)no1)c1ccccc1F
    104	-0.6
COc1ccc(C2C=C(c3ccccc3)Nc3nc(NC(=O)c4cccc([N+](=O)[O-])c4)nn32)cc1 (stereo unspecified)
    110	0.6
Cc1ccc(CNCCc2cccs2)s1
    99	-0.4
COc1ccc(Cl)cc1NC(=O)CCS(=O)(=O)c1nc(-c2cccs2)cc(C(F)(F)F)n1
    104	-0.1
Nc1cc2c(cc1Cl)OCCO2
    99	-1.1
O=C(O)c1ccccc1C(=O)NCCc1ccccc1
    102	0.1
O=C(COc1ccccc1)Nc1nnc2n1CCS2
    111	0.9
CCOC(=O)c1ccccc1NC(=O)Cn1c(-c2cccs2)noc1=O
    103	0.6
Cc1ccc(Cl)cc1N1CCN(CCCNC(=O)c2ccc3nc(N4CCCCC4)sc3c2)CC1
    107	0
Cc1ccc(C)c(NC(=O)c2cc(S(=O)(=O)N3CCc4ccccc4C3)ccc2F)c1
    106	-0.4
FC(F)(F)c1cc(-c2ccc3ccccc3c2)nn1C(=S)N1CCOCC1
    102	0.1
Cc1nc2ccccc2c2oc(C(=O)N3CCC(C)CC3)cc12
    98	-0.8
OC(CNCc1cn(-c2ccccc2)nc1-c1cccs1)CN1CCOCC1 (stereo unspecified)
    98	-0.6
CCOC(=O)C1=C(C)N2CCN=C2S1
    102	0
NC(=O)c1ccc(NC(=O)c2ccccc2C(=O)O)cc1
    102	0
Cc1ccc(-c2nonc2NC(=O)c2ccc(F)cc2)cc1C
    106	-0.1
Cc1cc(C)cc(N2CC34C=CC(O3)C(C(=O)OCC(=O)NC3CCCC3)C4C2=O)c1 (stereo unspecified)
    103	0.4
CNC(=O)c1sc(Nc2ccc(OC)cc2)nc1C
    98	-1.1

# The results go on.
SMILES,PV pol inh,PV pol inh FP z-score
CC(C)c1cc(N)cc(C(C)C)c1O,100,-0.4
CC1=C(C(=O)N(C)C)C(c2cccs2)NC(=O)N1 (stereo unspecified),106,0.3
CCOc1ccc2ncc3c(-c4ccccc4)nn(CC(=O)Nc4cccc(F)c4)c3c2c1,110,0.8
O=C(Nc1ccccc1N1CCN(c2ccccc2)CC1)c1ccccc1,102,0.3
O=C(CCN1Cc2ccccc2C1)c1ccc2c(c1)OCCO2,100,-0.4
O=C1CC(Cc2ccccc2)C(=O)N1c1cccc(C(F)(F)F)c1 (stereo unspecified),101,-0.2
O=C(Cc1ccc(CC(=O)c2ccccc2)cc1)c1ccccc1,103,-0.2
CCOC(=O)c1ccc(N2C(=O)c3n[nH]c(-c4cccs4)c3C2c2cccc(OC)c2)cc1 (stereo unspecified),105,-0.6
Cn1cc(S(=O)(=O)NCC2CCCO2)c(=O)n(C)c1=O (stereo unspecified),104,0.7
CC(C)N(C(C)C)S(=O)(=O)c1ccc(NCCc2ccc(S(N)(=O)=O)cc2)nc1,104,0.3
COc1cc(C2CC(=O)NC(SCC(=O)Nc3nccs3)=C2C#N)cc(OC)c1OC (stereo unspecified),102,0.1
COc1ccccc1C1CCN(CCCOc2ccc(Cl)cc2)CC1,103,-0.2
CCN(CC)S(=O)(=O)c1cccc(-c2n[nH]c(=S)n2-c2ccccc2)c1,100,-0.3
Cc1nn(-c2ccccc2)c(-n2cccc2)c1C(=O)N1CCN(c2ccccc2)CC1,102,-0.8
CCOc1ccccc1NS(=O)(=O)c1ccc2c(c1)CC(C)N2C(=O)C1CC1 (stereo unspecified),110,0.5
CCc1ccccc1NC(=O)c1ccc(F)c(S(=O)(=O)N2CCN(c3cccc(Cl)c3)CC2)c1,112,1
Cc1nc2c(C(=O)N(C)Cc3ccccc3)c[nH]n2c(=O)c1Cc1ccc(Cl)cc1,104,0
COc1ccc(S(=O)(=O)N2CCCC2C(=O)Nc2nc3c(s2)CCCC3)cc1 (stereo unspecified),102,0.2
Cc1cccc(N=Cc2c(O)n(-c3ccccc3)c(=O)c3ccccc23)c1,104,0.6
COc1ccc(CCNC(=O)c2cnn(-c3cccc(C)c3)c2C2CCNCC2)cc1OC,105,0.1

# Assay outcomes as filed in PubChem BioAssay.

# This is a subset, so the mix of outcomes need not match the whole.
